D1 ag = activates the human D1 dopamine receptor | 1% of 360,000 active | activation, % at 2 µM | HEK293 T-REx D1 cells, calcium flux, agonist mode | P21728; in the data active = activation above about 30%; also: 0% is about no effect
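Tetracycline-induced HEK293 TREx D1 cells, force-coupled to calcium signalling, were dye-loaded with a no-wash calcium kit. Compound was pin-added after a 10 s baseline. Fluorescence was read kinetically at 1 cycle/s for 180 s, with calcium rises flagged as agonism.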
RXFP1 agonist = RXFP1 (human) receptor agonism; Q9HBX9; HEK293T-RXFP1 cAMP TR-FRET, 30 min; response scale: percent of porcine relaxin response, buffer zero; Potency, µM (titrated, usually from 57.5 µM), inactives show top-dose activation, usual class: activators; 0.3% of 370,000 active; also: potency is read from the fitted curve at half-maximal effect; % is scaled to controls: 0 for no effect and ±100 for the full control effect; nearly all actives have a fitted effect of over 60% in size; many of its hits are not listed in these tables
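HEK293T cells stably expressing RXFP1 were pretreated with the PDE4 inhibitor Ro 20174, exposed to compounds for 30 min at 37C, lysed, and cAMP was read by TR-FRET. Data normalized to buffer (basal) and 29 nM porcine relaxin (100%).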
D1 PAM = enhances dopamine response at the human D1 receptor. potentiation, % at 10 µM. P21728. AID 504651. HEK293 TREx D1 cells, calcium flux, dopamine EC20 potentiation. 0.036% of 360,000 active; in the data active = potentiation above about 30%; also: 0% is about no effect
Vif-APOBEC3F blk = blocks the Vif interaction with APOBEC3F; 0.2% of 390,000 active; HeLa A3F-eYFP + Vif (tagged APOBEC3F with the HIV-1 protein that degrades it), YFP fluorescence increase; Potency, µM (series often up to 46.1 µM), without a hit: at the highest dose activity, negative = active; AID 602313; also: potency is read from the fitted curve at half-maximal effect; % of control where 0% means no effect; nearly all actives have a fitted effect of over 65% in size
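HeLa cells stably expressing Vif plus C-terminally eYFP-tagged A3F were seeded, incubated overnight at 37 deg C, dosed with compound, incubated overnight again at 37 deg C. Yellow fluorescence (Ex 488/Em 500-530) reported blocked Vif-mediated A3F-eYFP degradation.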
Vif-A3G inh = Vif-A3G binding inhibition; HeLa A3G-eYFP + Vif (tagged APOBEC3G with the HIV-1 protein that degrades it), YFP fluorescence, overnight; 0.076% of 410,000 active; AID 602310; Potency, µM (titrated, usually from 46.1 µM), inactives show top-dose activity, negative = active, usual class: inhibitors;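 also: potency is read from the fitted curve at half-maximal effect; % is scaled to controls: 0 for no effect and ±100 for the full control effect; nearly all actives have a fitted effect of over 60% in size; hits raise eYFP signal because A3G escapes Vif-driven loss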
Target sequence (Q9HC16 whole entry, looked up): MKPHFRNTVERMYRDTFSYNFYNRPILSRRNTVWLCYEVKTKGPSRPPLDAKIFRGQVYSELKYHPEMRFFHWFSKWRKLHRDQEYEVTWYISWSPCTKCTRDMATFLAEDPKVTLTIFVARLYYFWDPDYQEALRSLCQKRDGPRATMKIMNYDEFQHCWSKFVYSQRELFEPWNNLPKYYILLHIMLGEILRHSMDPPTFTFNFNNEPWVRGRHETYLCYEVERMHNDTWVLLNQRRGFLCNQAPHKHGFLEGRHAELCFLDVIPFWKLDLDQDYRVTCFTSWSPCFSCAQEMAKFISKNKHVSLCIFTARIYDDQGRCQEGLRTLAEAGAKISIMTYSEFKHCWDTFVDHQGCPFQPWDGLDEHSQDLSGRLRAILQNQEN
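Read-out is eYFP fluorescence (Ex 488/Em 500-530) from Vif-expressing HeLa A3G-eYFP cells; more signal means A3G escaped Vif-mediated degradation. Cells plated overnight, compound pinned in, incubated overnight at 37 deg C.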
Glioma ERSR ind = ER stress response induction in glioma | U87-MG GRP78 promoter luciferase reporter, 16 h | Potency, µM, for inactives: at the top dose activation, hits mostly activators | 0.02% of 420,000 active | AID 602332; also: potency is read from the fitted curve at half-maximal effect; series mostly up to about 76 µM; % of control where 0% means no effect; nearly all actives have a fitted effect of over 35% in size
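Stably transfected U87-MG human glioma cells carrying a GRP78-based luminescent sensor were seeded at 1000 cells/well, pin-dosed with compounds and incubated 16 h. Luciferase reagent was then added, and end-point luminescence was read after 10 min at room temperature.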
D1 antag = blocks dopamine activation of the human D1 receptor | 3.2% of 360,000 active | P21728 | HEK293 TREx D1 cells, calcium flux, dopamine EC80; stronger effect = lower value | activity change, negative = inhibition, % at 10 µM; in the data active = activity change below about -30%; also: % is scaled to controls: 0 for no effect and ±100 for the full control effect
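Compound effects on dopamine-evoked calcium signalling were measured in tetracycline-induced HEK293 Trex D1 cells. Dopamine at EC80 followed a 180 s compound pre-read, and fluorescence was tracked kinetically for 180 s more.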
D2 potentiator = D2 dopamine receptor (human) potentiation | HEK293 T-REx D2, calcium flux, EC20 dopamine potentiation | potentiation, % at 10 µM | 0.34% of 340,000 active | AID 485347;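 active = potentiation over 3 SD above the plate norm, cut at about 30% in these data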; also: 0% is about no effect
Target sequence (P14416 whole entry, looked up): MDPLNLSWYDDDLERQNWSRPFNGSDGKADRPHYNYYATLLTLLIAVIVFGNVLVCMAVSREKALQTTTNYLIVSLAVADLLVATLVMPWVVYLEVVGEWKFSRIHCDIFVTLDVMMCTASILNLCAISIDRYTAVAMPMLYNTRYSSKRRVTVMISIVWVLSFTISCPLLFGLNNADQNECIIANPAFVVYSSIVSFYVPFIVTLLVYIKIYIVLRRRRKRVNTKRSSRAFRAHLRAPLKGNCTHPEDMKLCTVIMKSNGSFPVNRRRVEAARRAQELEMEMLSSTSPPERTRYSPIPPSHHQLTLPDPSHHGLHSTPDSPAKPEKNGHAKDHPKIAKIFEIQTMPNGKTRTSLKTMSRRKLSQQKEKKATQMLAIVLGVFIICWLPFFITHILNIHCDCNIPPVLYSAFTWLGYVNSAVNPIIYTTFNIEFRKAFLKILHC
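Tetracycline-induced Hek293 Trex D2 cells, force-coupled to calcium, loaded with no-wash calcium dye. Compound added with 180 s kinetic read for agonism, then EC20 dopamine and a further 180 s read for potentiation.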
RXFP1 antag = antagonists of human relaxin receptor RXFP1; Q9HBX9; HEK293-RXFP1, relaxin-stimulated cAMP HTRF, 30 min; stronger effect = lower value; activity change, negative = inhibition, % at 57.5 µM; 0.59% of 350,000 active; AID 1259400;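 active = activity change of -60% or lower, but not beyond a set lower limit; inconclusive = change between -60% and -40%, or beyond the set limit; inactive = change above -40%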; also: % is scaled to controls: 0 for no effect and ±100 for the full control effect
* marks the source's active call; other numbers are inactive results; ? = inconclusive; nt = no result given. Unless noted, calls follow the shape of the dose curve; as a rule, active = well fitted curve in the direction sought with a large enough effect; inconclusive = small, poorly fitted or top-dose-only effect, or another doubt; inactive = no such curve, though single readings can be large; an effect the other way counts as inactive or inconclusive. An excerpt (hit frequency here may not be typical).

Value order – D1 ag | RXFP1 agonist | D1 PAM | Vif-APOBEC3F blk | Vif-A3G inh | Glioma ERSR ind | D1 antag | D2 potentiator | RXFP1 antag
- Cc1cc(C)cc(N2C(=O)N(c3ccccc3C)C3CS(=O)(=O)CC32)c1 (centres undefined)
 : 1 | 0.7% | 1 | -7% | 0% | -3% | -6 | -6 | 1
- O=C(NCCCN1CCOCC1)c1ccccc1N1C(=O)[C@@H]2Cc3c([nH]c4ccccc34)C(c3ccc(F)cc3)N2C1=O (some centres undefined)
 : 1 | 3.1% | -2 | -4% | -6% | -3% | -11 | 12 | nt
- CCn1cc(C(=O)O)c(=O)c2cc(F)c(N3CCN(C(=S)NC(=O)c4ccc(F)c(F)c4)CC3)cc21
 : 4 | 2.5% | 3 | -8% | 2% | -1% | 11 | -2 | 7
- COc1cc(OC)cc(C(=O)Nc2nnc3n2CCS3)c1
 : 0 | -0.5% | -4 | -3% | 1% | -3% | 7 | 0 | nt
- COc1ccc(C(=O)N[C@H](C(=O)NCc2ccco2)C(C)C)cc1
 : 2 | 1.8% | 0 | 1% | 1% | -4% | 8 | 7 | -13
- CCc1ccccc1NC(=O)CSC1=Nc2ccccc2C2=NC(Cc3ccccc3)C(=O)N12 (centres undefined)
 : -1 | 0.4% | 0 | 1% | 1% | -5% | -7 | 0 | -7
- Cc1cc(C(=O)NCCc2ccccc2)ccc1[N+](=O)[O-]
 : 2 | 0.4% | -6 | -9% | -1% | 2% | -17 | -10 | 12
- CCOc1ccc(NC(=O)C2CC(=O)N(Cc3ccco3)C2)cc1 (centres undefined)
 : 1 | 3.8% | -6 | -10% | 0% | 4% | -25 | -7 | -8
- Cc1ccc(S(=O)(=O)NCc2ccc(C(=O)NCCN(Cc3ccccc3)C(C)C)cc2)cc1
 : 22 | 0.4% | -3 | 2% | 0% | -5% | -26 | -21 | -9
- CCN(CC)S(=O)(=O)c1ccc(-c2nnco2)cc1
 : 2 | 4.3% | -7 | 1% | 1% | -7% | 12 | 1 | 2
- O=C1Cc2ccccc2C(c2ccc(Cl)cc2Cl)N1 (centres undefined)
 : 5 | 0.0% | -1 | -2% | -1% | -5% | 2 | 5 | -17
- Fc1ccc(C2=CC(c3ccco3)n3ncnc3N2)cc1 (centres undefined)
 : 12 | 1.8% | 3 | -21% | -9% | -3% | -8 | -1 | 0
- CCCN1C2CCCC1CC(NC(=O)c1cccc([N+](=O)[O-])c1)C2 (centres undefined)
 : 3 | -1.3% | 2 | -9% | 0% | -1% | 7 | -6 | 1
- CC(=O)/C(N=Nc1ccc(C(=O)O)cc1)=C(\C)O
 : 4 | -2.9% | 7 | 1% | 5% | -2% | 2 | 7 | -17
- CCCN(CCC)C(=O)Cc1ccc(F)cc1
 : 0 | -0.3% | -2 | -12% | -5% | 2% | -21 | 0 | -9
- COc1ccc(OC)c(NC(=O)C2CCCN2C(=O)C2CCC(C)CC2)c1 (centres undefined)
 : 0 | 1.4% | -3 | 3% | -10% | -3% | -27 | -11 | -21
- Cc1ccc(NC(=O)CSc2nnc(N)s2)c(C)c1
 : 0 | 2.9% | -3 | -2% | 5% | -4% | 7 | -4 | -1
- CC(=O)c1ccc(OCCCC(=O)OCc2nnc(-c3ccc(Cl)cc3)o2)cc1
 : 9 | 3.2% | -5 | 0% | -1% | -2% | -16 | 2 | -9
- Cc1cccc(OCCCCn2c(C3CC(=O)N(c4ccc(C)cc4C)C3)nc3ccccc32)c1 (centres undefined)
 : 14 | -0.8% | -1 | -9% | -8% | -8% | -1 | -9 | -21
- CN1CCN(CCCNC(=O)c2cnn(-c3ccc(F)cc3)c2-n2cccc2)CC1
 : 1 | 2.0% | -1 | -3% | 2% | -3% | 18 | -3 | nt
- CCc1nc(SCC(=O)Nc2cc(C)on2)c2c(=O)n(C)c(=O)n(C)c2n1
 : 1 | 9.1% | -6 | -1% | 0% | -5% | 1 | 3 | 0
- CCN(CC)S(=O)(=O)c1ccc(S(=O)(=O)Nc2ccc3c(c2)oc2ccccc23)cc1
 : 3 | -3.3% | -5 | -5% | 1% | 5% | -6 | -6 | -11
- O=C(CCCN1C(=O)/C(=C\c2cccs2)SC1=S)NNC(=O)c1ccncc1
 : 1 | -2.9% | -4 | -7% | 3% | -4% | 16 | 5 | 0
- CCOC(=O)c1sc(NC(=O)Nc2ccccc2)cc1C
 : 21 | 4.0% | -5 | -9% | -14% | -3% | -42* | 1 | ?
- O=C(CNC(=O)c1ccco1)OCC(=O)c1ccc(Br)cc1
 : 2 | -0.8% | -6 | 11% | 3% | -4% | 9 | nt | -15
- O=C(COC(=O)c1ccco1)Nc1ccccc1[N+](=O)[O-]
 : 2 | 3.6% | -9 | 1% | 1% | -3% | 5 | 0 | 0
- O=C(Nn1c(-c2ccc(F)cc2)nc2ccccc2c1=O)c1cccnc1
 : 2 | 1.8% | 0 | -1% | 1% | 1% | -5 | -1 | 10
- COc1ccc(-c2csc3ncnc(NCCO)c23)cc1
 : 6 | 6.0% | -8 | 1% | -1% | -5% | -13 | 2 | -2
- Cn1c2ccccc2c2nnc(SC3CCOC3=O)nc21 (centres undefined)
 : 0 | 22% | -1 | 5% | 0% | 0% | -4 | -6 | -8
- CC(C)C1COC(c2cccn2Cc2ccccc2Cl)=N1 (centres undefined)
 : 0 | -0.3% | 2 | -9% | -1% | -2% | -38* | -2 | ?

Ordered by heavy-atom count (low to high): some entries from above.
Value order – D1 ag | RXFP1 agonist | D1 PAM | Vif-APOBEC3F blk | Vif-A3G inh | Glioma ERSR ind | D1 antag | D2 potentiator | RXFP1 antag
- CCCN(CCC)C(=O)Cc1ccc(F)cc1
 : 0 | -0.3% | -2 | -12% | -5% | 2% | -21 | 0 | -9
- CC(=O)/C(N=Nc1ccc(C(=O)O)cc1)=C(\C)O
 : 4 | -2.9% | 7 | 1% | 5% | -2% | 2 | 7 | -17
- Cc1ccc(NC(=O)CSc2nnc(N)s2)c(C)c1
 : 0 | 2.9% | -3 | -2% | 5% | -4% | 7 | -4 | -1
- COc1ccc(-c2csc3ncnc(NCCO)c23)cc1
 : 6 | 6.0% | -8 | 1% | -1% | -5% | -13 | 2 | -2
- O=C(CNC(=O)c1ccco1)OCC(=O)c1ccc(Br)cc1
 : 2 | -0.8% | -6 | 11% | 3% | -4% | 9 | nt | -15
- COc1ccc(OC)c(NC(=O)C2CCCN2C(=O)C2CCC(C)CC2)c1 (centres undefined)
 : 0 | 1.4% | -3 | 3% | -10% | -3% | -27 | -11 | -21
- O=C(CCCN1C(=O)/C(=C\c2cccs2)SC1=S)NNC(=O)c1ccncc1
 : 1 | -2.9% | -4 | -7% | 3% | -4% | 16 | 5 | 0
- CC(=O)c1ccc(OCCCC(=O)OCc2nnc(-c3ccc(Cl)cc3)o2)cc1
 : 9 | 3.2% | -5 | 0% | -1% | -2% | -16 | 2 | -9
- CN1CCN(CCCNC(=O)c2cnn(-c3ccc(F)cc3)c2-n2cccc2)CC1
 : 1 | 2.0% | -1 | -3% | 2% | -3% | 18 | -3 | nt
- CCN(CC)S(=O)(=O)c1ccc(S(=O)(=O)Nc2ccc3c(c2)oc2ccccc23)cc1
 : 3 | -3.3% | -5 | -5% | 1% | 5% | -6 | -6 | -11
- Cc1cccc(OCCCCn2c(C3CC(=O)N(c4ccc(C)cc4C)C3)nc3ccccc32)c1 (centres undefined)
 : 14 | -0.8% | -1 | -9% | -8% | -8% | -1 | -9 | -21

(more compounds)
Value order – D1 ag | RXFP1 agonist | D1 PAM | Vif-APOBEC3F blk | Vif-A3G inh | Glioma ERSR ind | D1 antag | D2 potentiator | RXFP1 antag
- OC1CCCN(Cc2ccc3c(c2)Cc2ccccc2-3)C1 (centres undefined)
 : 4 | 1.4% | -5 | -8% | 1% | -2% | -6 | -11 | -12
- CCC(=O)Nc1ccc(NC(=O)c2cc3ccccc3o2)c(OC)c1
 : 5 | 0.5% | -1 | 7% | 4% | 5% | -1 | 12 | 5
- O=C(Cn1cnc2c(cnn2-c2ccc(F)cc2)c1=O)N1CCN(c2ccccc2F)CC1
 : 1 | 0.1% | -1 | -14% | 1% | -3% | 0 | 21 | 12
- COc1cccc(N(CC(=O)N2CCCC2)S(C)(=O)=O)c1
 : 3 | 2.0% | -8 | -2% | 0% | -3% | -2 | 13 | 14
- COc1ccc(OC)c(NC(=O)CSc2nc3[nH]c(=O)[nH]c(=O)c3s2)c1
 : nt | nt | nt | 5% | 6% | 3% | nt | nt | -7
- CCn1nnc(NC(=O)CSc2ccc(Cl)cc2)n1
 : 5 | 1.3% | -2 | -8% | 1% | -5% | -2 | -9 | -6
- O=C(COc1ccc([N+](=O)[O-])cc1)NNC(=O)Nc1ccc([N+](=O)[O-])cc1
 : 15 | 0.2% | -6 | -32% | -15% | -2% | -22 | 0 | 0
- COc1ccc(-n2ncc3c(=O)n(CC(=O)N(C(C)C)C(C)C)cnc32)cc1
 : 3 | 2.9% | 1 | 6% | -12% | 0% | 0 | 9 | -1
- CCCc1cc(C(=O)Nc2ccc(OC)cc2[N+](=O)[O-])cs1
 : 2 | 0.8% | -3 | -16% | -6% | 2% | -4 | 11 | -2

Screening data as filed in PubChem.
